mIDH1 inhibitor: qHTS for Inhibitors of mutant isocitrate dehydrogenase 1 (IDH1): qHTS; IDH1-R132H enzyme, NADPH consumption, diaphorase/resazurin fluorescence; actives 0.093% (n = 390,000); AID 602179, 2012; Isocitrate dehydrogenase [NADP] cytoplasmic (Homo sapiens), O75874; Potency, µM (series often up to 76.6 µM), for inactives: top-dose activity change, negative = inhibition, hits mostly inhibitors; note: potency is the fitted concentration of half-maximal effect; % is set by controls: 0 for no effect and ±100 for the full control effect; nearly all actives have a fitted effect of over 65% in size
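IDH1-R132H (0.5 ug/mL) preincubated 30 min with compound, then NADPH (0.016 mM) and alpha-KG (2 mM) added; 80 min at RT, pH 7.5. Remaining NADPH coupled via diaphorase/resazurin to fluorescence (540/590 nm); concentration-response curves normalized to no-enzyme control.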
USP1 inh: Inhibitors of USP1/UAF1: Primary Screen | Potency, µM (series often up to 57.1 µM), for inactives: at the top dose activity change, negative = inhibition, actives largely listed as inhibitors | actives 0.23% (n = 390,000) | recombinant USP1/UAF1, Ub-Rhodamine cleavage fluorescence | Ubiquitin carboxyl-terminal hydrolase 1 (Homo sapiens), O94782; note: potency is the fitted concentration of half-maximal effect; % is set by controls: 0 for no effect and ±100 for the full control effect; nearly all actives have a fitted effect of over 60% in size; inactives centre near -12
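1 nM enzyme complex + cpd, 15 min RT; start with Ub-Rho 150nM final; kinetic fluorescence ex 480/em 540, 6 reads q60 s. Buffer 50mM HEPES pH 7.8, 0.5mM EDTA, 0.1 mg/ml BSA, 1mM TCEP, 0.01% Tween-20.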
rTrxR1 inhibitor: qHTS Assay for Inhibitors of Mammalian Selenoprotein Thioredoxin Reductase 1 (TrxR1): qHTS; actives 1% (n = 390,000); Thioredoxin reductase 1, cytoplasmic (Rattus norvegicus), O89049; recombinant rTrxR1, NADPH fluorescence consumption, selenite substrate; Potency, µM (highest dose often 114 µM), for the others: at the top dose activity change, negative = inhibition, hits mostly inhibitors; note: potency is the fitted concentration of half-maximal effect; % is set by controls: 0 for no effect and ±100 for the full control effect; nearly all actives have a fitted effect of over 65% in size
Target sequence (O89049 whole entry, looked up): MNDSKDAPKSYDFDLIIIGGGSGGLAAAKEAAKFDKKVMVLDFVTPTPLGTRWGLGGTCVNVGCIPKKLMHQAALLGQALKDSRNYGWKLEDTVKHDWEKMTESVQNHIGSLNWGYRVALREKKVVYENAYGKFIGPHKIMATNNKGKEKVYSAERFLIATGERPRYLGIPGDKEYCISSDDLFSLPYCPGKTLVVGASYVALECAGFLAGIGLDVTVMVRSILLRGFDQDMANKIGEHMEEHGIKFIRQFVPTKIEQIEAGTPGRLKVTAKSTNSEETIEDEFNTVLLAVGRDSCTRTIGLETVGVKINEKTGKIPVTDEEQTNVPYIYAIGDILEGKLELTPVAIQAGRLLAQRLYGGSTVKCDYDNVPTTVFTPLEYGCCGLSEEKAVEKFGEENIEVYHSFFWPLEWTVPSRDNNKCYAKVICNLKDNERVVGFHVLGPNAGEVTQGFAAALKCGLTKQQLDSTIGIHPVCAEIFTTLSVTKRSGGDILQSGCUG
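Rat TrxR1 (90 nM in the dispensed reagent) was pre-reduced with 400 uM NADPH for 5 min at room temperature, then incubated with compound for 15 min. After 400 uM selenite was added, NADPH fluorescence (Ex 340/Em 450 nm) was followed for 8 min.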
Pin1 inhibitor: qHTS Assay to Find Inhibitors of Pin1. Peptidyl-prolyl cis-trans isomerase NIMA-interacting 1 (Homo sapiens), Q13526. Pin1 FP peptide displacement, HiFluor488, 10 min. AID 504891, 2011. actives 0.009% (n = 390,000). Potency, µM (top dose mostly 115 µM), inactives show at the top dose activity, negative = inhibition, usual class: inhibitors; active = well fitted inhibition curve with a large enough effect in the polarisation, with a control signal flat, not every such curve was filed as active; inconclusive = small, poorly fitted or top-dose-only effect, or effect the other way, or a change in a side signal; inactive = no such curve, though single readings can be large or run the other way; the % refers to the polarisation; note: potency is the fitted concentration of half-maximal effect; % is set by controls: 0 for no effect and ±100 for the full control effect
Target sequence (Q13526 whole entry, looked up): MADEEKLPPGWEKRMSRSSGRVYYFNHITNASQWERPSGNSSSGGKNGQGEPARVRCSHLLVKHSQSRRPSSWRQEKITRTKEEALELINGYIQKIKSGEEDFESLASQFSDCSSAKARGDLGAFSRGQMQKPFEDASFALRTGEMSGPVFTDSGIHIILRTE
TRHR PAM: qHTS for Small Molecule Agonists and Allosteric Enhancers of Human TRH Receptor: Primary Screen for Enhancers; AID 493056, 2011; TRHR cells, fluo-8 calcium fluorescence, EC20 TRH enhancement; Thyrotropin-releasing hormone receptor (Homo sapiens), P34981; actives 0.66% (n = 360,000); enhancement, % at 2 µM; in the data active = enhancement above about 30%; note: 0% is about no effect
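TRHR-expressing cells loaded with fluo-8 calcium dye were read kinetically (ex 480/em 530) during compound addition, then stimulated with an EC20 of TRH (10 nM final). Enhancement of the Gq-mediated intracellular calcium response was scored.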
TrxR1 substrate: qHTS Assay for Substrates of Mammalian Selenoprotein Thioredoxin Reductase 1 (TrxR1): qHTS; Thioredoxin reductase 1, cytoplasmic (Rattus norvegicus), O89049; purified TrxR1 substrate turnover, NADPH consumption readout; Potency, µM (titrated, usually from 114 µM), without a hit: at the highest dose activity change, negative = substrate turnover; actives 0.01% (n = 390,000); note: potency is the fitted concentration of half-maximal effect; % is set by controls: 0 for no effect and ±100 for the full control effect; nearly all actives have a fitted effect of over 50% in size
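Rat TrxR1, dispensed at 90 nM, was prereduced with 400 uM NADPH (final) for 5 min at ~22 deg C, then incubated with compound 15 min before 400 uM selenite. A first-read NADPH fluorescence drop versus no-compound background flagged substrates.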
TRHR agonist: qHTS for Small Molecule Agonists and Allosteric Enhancers of Human TRH Receptor: Primary Screen for Agonists. activation, % at 2 µM. TRHR cells, calcium flux fluo-8, FDSS agonist mode. actives 0.18% (n = 360,000). Thyrotropin-releasing hormone receptor (Homo sapiens), P34981; in the data active = activation above about 30%; note: 0% is about no effect
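Fluo-8-loaded TRHR cells; 10 s baseline, compound added, kinetic Ca2+ fluorescence read 1/s, agonist mode.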
D2 antagonist: HTS Assay for Allosteric Antagonists of the Human D2 Dopamine Receptor: Primary Screen for Antagonists. D(2) dopamine receptor (Homo sapiens), P14416. AID 485344, 2010. HEK293 TREx D2 cells, calcium flux, dopamine EC80. inhibition, % at 10 µM. actives 2% (n = 340,000); in the data active = inhibition above about 30%; note: 0% is about no effect
Target sequence (P14416 whole entry, looked up): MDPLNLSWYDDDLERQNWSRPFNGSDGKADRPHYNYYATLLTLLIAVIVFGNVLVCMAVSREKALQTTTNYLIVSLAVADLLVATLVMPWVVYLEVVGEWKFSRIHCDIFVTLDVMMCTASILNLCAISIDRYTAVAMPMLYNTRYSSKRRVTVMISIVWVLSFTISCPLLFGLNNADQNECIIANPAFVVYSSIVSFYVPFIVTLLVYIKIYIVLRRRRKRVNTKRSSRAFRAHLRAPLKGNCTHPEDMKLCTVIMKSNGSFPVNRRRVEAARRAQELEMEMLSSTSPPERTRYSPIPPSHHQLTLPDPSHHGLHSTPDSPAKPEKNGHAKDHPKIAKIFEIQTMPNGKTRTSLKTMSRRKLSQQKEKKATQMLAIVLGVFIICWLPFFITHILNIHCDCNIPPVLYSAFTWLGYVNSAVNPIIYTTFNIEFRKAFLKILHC
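Dopamine at EC80 is the agonist stimulus; test compounds precede it by 180 s. Calcium flux read kinetically in a force-coupled, inducible HEK293 T-REx D2 cell line.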
D2 ag: HTS Assay for Allosteric Agonists of the Human D2 Dopamine Receptor: Primary Screen for Agonists; HEK293 T-REx D2 cells, calcium flux agonist mode; AID 485358, 2010; actives 0.53% (n = 340,000); D(2) dopamine receptor (Homo sapiens), P14416; activation, % at 2 µM;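 active = activation over 3 SD above normal in the single-dose calcium agonist read, cut at about 30% in these data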; note: 0% is about no effect
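Agonism is scored from calcium flux in a force-coupled, inducible HEK293 cell line expressing D2, read kinetically for 180 s after compound addition against dopamine controls.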
* hit, by the source's call; ? = inconclusive; . = not tested or not shown; [ ] = remark or other dose. Unless noted, calls come from the whole dose curve; as a rule, active = well fitted inhibition curve with a large enough effect; inconclusive = small, poorly fitted or top-dose-only effect; inactive = no such curve, though single readings can be large or run the other way.

SMILES	mIDH1 inhibitor	USP1 inh	rTrxR1 inhibitor	Pin1 inhibitor	TRHR PAM	TrxR1 substrate	TRHR agonist	D2 antagonist	D2 ag
COc1ccccc1NC(=O)C(C)N(C)Cc1ccc(Cl)s1 (centres undefined)	9%	-27%	5%	3%	5	1%	-0.3	-18	0.7
O=C(c1ccc(Br)cc1)N(Cc1nc2ccccc2c(=O)[nH]1)C1CCCC1	11%	-25%	23%[57.1 µM]	?	-5	14%[57.1 µM]	-0.3	1	1.3
COc1ccccc1-c1nc(C#N)c(N2CCC(C(N)=O)CC2)o1	0%	-15%	37%[activator]	-5%	6	622%[activator]	-0.3	-3	0.2
O=S(=O)(Nc1ccccc1)c1ccc(NS(=O)(=O)c2cccs2)cc1	-9%	-17%	?	-10%	6	-14%	0.0	-27	-0.4
COc1ccc(Nc2cc(C(=O)NCCCN3CCN(C)CC3)c3ccccc3n2)cc1OC	1%	-3%	-9%	2%	3	-7%	-0.2	17	1.1
CN(C)c1ccc(CN(C(=O)c2ccco2)C2CCS(=O)(=O)C2)cc1 (centres undefined)	4%	-6%	8%[57.1 µM]	-5%	7	6%[57.1 µM]	-0.6	-1	-0.4
CC(=O)c1ccc(NC(=O)c2ccc(-c3ccc(Cl)cc3)o2)cc1	.	-22%	?	36%[activator]	3	30%[activator]	1.4	.	-1.5
CCC1(C)Cc2nc3[nH]c(=S)n(-c4ccccc4)c(=O)c3cc2CO1 (centres undefined)	-8%	0%	-19%[57.1 µM]	-3%	-3	6%[57.1 µM]	0.3	-2	1.2
Cc1ccc(C)c(N2CCN(CCCNC(=O)Cn3c(-c4cccs4)cc4ccccc43)CC2)c1	-3%	-20%	23%	16%	8	31%	-0.2	.	0.6
O=c1cc(-c2ccccc2)n2c(SCc3ccc([N+](=O)[O-])cc3)nnc2[nH]1	10%	-3%	19%[57.1 µM]	-17%	5	8%[57.1 µM]	0.1	.	0.2
Cc1c2cnn(CC(=O)N3CCN(c4ccccc4)CC3)c(=O)c2c(C)n1Cc1ccc(F)cc1	0%	6%	14%	-17%	1	8%	0.0	.	0.3
CN(CC(=O)Nc1c(Cl)cccc1Cl)C(=O)c1cccn1C	-1%	-15%	0%	-3%	-2	-3%	1.1	-1	0.1
CCOC(=O)c1cccc(NC(=O)C2CCCN(S(=O)(=O)c3cc(Br)cc4c3N(C(=O)CC)CC4)C2)c1 (centres undefined)	-8%	?	30%	39%[activator]	4	-1%	-0.3	.	0.1
O=C(Nc1ccc(Br)cn1)c1ccc([N+](=O)[O-])cc1Cl	6%	-24%	-13%	-1%	-11	-6%	-0.3	-7	-0.3
CCC(C(=O)NCCc1ccc(C)cc1)n1nc(C)c2c(C)n(-c3ccccc3)nc2c1=O (centres undefined)	1%	-8%	10%	-11%	7	8%	-0.8	2	0.0
CCOC(=O)c1nn(-c2cccc(C)c2)c2nnc(Cc3ccc(C)cc3)c(=O)n12	-2%	-23%	11%	.	-6	-2%	-0.2	14	-1.2
Cc1cc(Br)ccc1NC(=O)CN(C)C(=O)C1CSC2(C)CCC(=O)N12 (centres undefined)	6%	-16%	-1%	-2%	-5	-4%	0.2	16	0.0
CCOC(=O)c1sc(NC(=O)CCCn2nc([N+](=O)[O-])c(Cl)c2C)c(C(=O)OCC)c1C	4%	-2%	-6%	0%	11	-16%	0.1	-9	0.4
CCOC(=O)c1sc(=S)n(-c2ccc(OC)cc2)c1N	-4%	-13%	16%[57.1 µM]	0%	-9	0%[57.1 µM]	0.8	2	0.1
CC1(C)c2cc(Cl)ccc2-n2c1cc(O)c(-c1ccccc1)c2=O	4%	-33%	-10%	-2%	20	-4%	0.2	0	0.0
COc1cc(OC)c(NC(=O)Cn2cnc3sc(C)c(S(=O)(=O)N4CCN(C)CC4)c3c2=O)cc1Cl	11%	-6%	4%	0%	14	3%[2.29 µM]	-0.5	.	-2.2
NC(=O)c1cc(Cc2ccccc2)sc1NC(=O)c1ccco1	2%	-11%	-3%	8%	0	5%	0.0	-4	-0.4
O=C(CNCc1ccccc1Cl)Nc1ccc(C(=O)N2CCCCC2)cc1	-3%	-19%	-9%	-3%	41*	3%	-0.8	-3	-1.0
CCCc1[nH]nc2c1C(C1CCCCC1)C(C#N)=C(N)O2 (centres undefined)	-5%	?	8%	5%	4	-3%	0.3	6	-0.2
CCCNC(=S)N1CCC(NC(=O)c2cccc(C)c2)CC1	-5%	1%	-20%	1%	15	-13%	0.4	-8	0.4

One compound at a time, as listed above. Order of screens: mIDH1 inhibitor, USP1 inh, rTrxR1 inhibitor, Pin1 inhibitor, TRHR PAM, TrxR1 substrate, TRHR agonist, D2 antagonist, D2 ag
CCCNC(=S)N1CCC(NC(=O)c2cccc(C)c2)CC1 reads -5%, 1%, -20%, 1%, 15, -13%, 0.4, -8, 0.4
CCOC(=O)c1cccc(NC(=O)C2CCCN(S(=O)(=O)c3cc(Br)cc4c3N(C(=O)CC)CC4)C2)c1 (centres undefined) reads -8%, ?, 30%, 39%[activator], 4, -1%, -0.3, ., 0.1
COc1ccccc1-c1nc(C#N)c(N2CCC(C(N)=O)CC2)o1 reads 0%, -15%, 37%[activator], -5%, 6, 622%[activator], -0.3, -3, 0.2

Returning to the listing with the two entries that preceded the break.
SMILES	mIDH1 inhibitor	USP1 inh	rTrxR1 inhibitor	Pin1 inhibitor	TRHR PAM	TrxR1 substrate	TRHR agonist	D2 antagonist	D2 ag
CCCc1[nH]nc2c1C(C1CCCCC1)C(C#N)=C(N)O2 (centres undefined)	-5%	?	8%	5%	4	-3%	0.3	6	-0.2
CCCNC(=S)N1CCC(NC(=O)c2cccc(C)c2)CC1	-5%	1%	-20%	1%	15	-13%	0.4	-8	0.4
CN(C)S(=O)(=O)c1ccc(C(=O)Nc2cccc(C(=O)N3CCOCC3)c2)cc1	8%	-2%	-16%	-5%	6	-9%	0.6	-18	0.4
Cc1cc(C)nc(SC2CC(=O)N(c3ccc(Cl)cc3)C2=O)n1 (centres undefined)	-5%	-8%	11%	-4%	-6	-1%	-0.7	2	-1.1
Cc1ccc(-c2cc(C(=O)N3CCCC3)no2)cc1	-2%	-14%	14%	2%	-3	10%	0.1	18	2.4
O=C(CSc1nnnn1C1CCCCC1)Nc1ccc2c(c1)OCO2	7%	-16%	13%[57.1 µM]	0%	-1	4%	-1.2	20	0.2
CC(=O)Nc1ccc2nc(SCc3ccccc3)sc2c1	-1%	-8%	2%	1%	-4	-8%	-0.5	.	.
O=C(COc1ccccc1)NC1CCS(=O)(=O)C1 (centres undefined)	0%	2%	16%	-4%	15	-2%	0.1	-15	0.4
Cc1cc(-c2nnc(CCC(=O)NCc3ccc(OC(F)(F)F)cc3)o2)no1	3%	-9%	11%	2%	-5	9%	0.0	5	-0.3
CCN1C(=O)/C(=C/C=C2/CCCN2C)OC1=S	0%	?	?	?	-4	?	14	10	7.6
CCCN1C(=O)/C(=C/c2ccncc2)SC1=S	-1%	-1%	0%	2%	-1	-6%	-0.6	-5	-0.5
Cc1ccc(NC(=O)COC(=O)c2cc(Cl)ccc2[N+](=O)[O-])c(C)c1	-2%	-23%	6%	-4%	-7	3%	-0.7	8	-1.4
O=C(CNC(=O)c1ccc2c(c1)OCCO2)N/N=C/c1cccc(Br)c1	7%	-3%	7%[57.1 µM]	6%	9	2%	-0.8	.	.
CCCCn1c(SCC(=O)NCc2ccc(OC)c(C(=O)O)c2)nc2cc(S(N)(=O)=O)ccc21	-5%	?	23%	-7%	22	6%	-0.7	-5	0.1
CC(C(=O)NCc1ccccc1Cl)N1C(=O)c2ccccc2C1=O (centres undefined)	-2%	-8%	-21%	-7%	-1	-18%	-0.4	-4	0.4
CC(=O)c1ccc(NC(=O)CSc2nnc(-c3ccncc3)n2-c2ccccc2)cc1	2%	-30%	7%[57.1 µM]	1%	0	-7%[57.1 µM]	0.2	.	0.6
Cn1cnnc1SC1CCCCC1NS(=O)(=O)c1ccc(Cl)cc1 (centres undefined)	0%	-15%	18%[57.1 µM]	-9%	-3	9%[57.1 µM]	0.1	7	0.2
CC(C)C(=O)NC(c1ccc([N+](=O)[O-])cc1)c1c(O)ccc2ccccc12 (centres undefined)	9%	-15%	5%	-5%	2	-2%	-1.1	-4	-0.3
CCOc1c([N+](=O)[O-])cc2c(C)c(C(=O)N3CCN(C)CC3)oc2c1OCC	3%	-12%	3%	-3%	0	-2%[57.1 µM]	-1.1	2	-1.4
FC(F)(F)c1cccc(N2CCN(C(=S)NCC3CCCO3)CC2)c1 (centres undefined)	4%	-16%	11%[57.1 µM]	0%	-7	5%	-0.5	10	-0.6
Fc1cccc(C2NN=C(c3ccccc3)S2)c1 (centres undefined)	-10%	-9%	-31%	0%	-4	-15%	0.3	-7	1.4
CCN(C(=O)COC(=O)c1ccc(OC)c(S(=O)(=O)N(C)Cc2ccccc2)c1)C1CCS(=O)(=O)C1 (centres undefined)	-1%	0%	-2%[57.1 µM]	-2%	-7	-1%[57.1 µM]	0.5	.	.
O=C(Nc1cc(Cl)ccc1Cl)c1cc(S(=O)(=O)NCCc2ccccc2)ccc1F	0%	-1%	0%[57.1 µM]	14%	-8	3%[57.1 µM]	0.2	.	-0.3

Not all compounds are listed. The share of hits here may be higher or lower than overall.
